SUMO HTRF inh = inhibitors of in vitro SUMOylation cascade, primary screen, biochemical, HTRF, uHTS; HTRF SUMOylation assay, SAE1/SAE2 + UBC9; hit rate 0.36% among 290,000; AID 2006, 2009; SUMO-conjugating enzyme UBC9 (Homo sapiens), P63279; inhibition, % at 35 µM; in the data active = inhibition above about 50%, passing the limit was not always enough; inconclusive = no clear call, values can overlap the other calls; also: strong numbers were not always called active
Target sequence (P63279 whole entry, looked up): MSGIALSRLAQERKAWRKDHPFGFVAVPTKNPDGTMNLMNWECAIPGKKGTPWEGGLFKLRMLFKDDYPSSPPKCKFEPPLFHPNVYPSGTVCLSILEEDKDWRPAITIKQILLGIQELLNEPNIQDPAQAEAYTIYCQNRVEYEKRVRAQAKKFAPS
MEKK2 WT-MEK5 = modulators of MEK5 binding to wildtype MEKK2, primary screen, biochemical, multiplex bead flow cytometry, Alexa488-MEK5. AID 1531, 2009. hit rate 1.1% among 290,000. Alexa488-MEK5 binding to MEKK2 WT; actives lie on both sides. Mitogen-activated protein kinase kinase kinase 2 (Homo sapiens), Q9Y2U5. binding response (% of control), % at 10 µM; in the data active = binding response below about 67% or above about 130%; inconclusive = no clear call, values can overlap the other calls; inactive = in between
NS3 helicase inh = inhibitors of HCV NS3 helicase, primary screen, biochemical, Cy5 molecular beacon fluorescence | AID 1800, 2009 | NS3 helicase DNA unwinding | inhibition, % at 10.9 µM | hit rate 0.56% among 290,000;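 active = inhibition above the mean of all tested compounds plus 3 SD, set per campaign, cut at about 35% in these data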;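 also: 0% = DMSO wells and 100% = thioflavine S control wells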
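Compound dosing – single dose, 10.9 µM nominal final, DMSO 0.8% final · System – NS3 helicase fragment of HCV · Buffer or medium – MOPS pH 6.5, MgCl2, DTT, Tween20, BSA · Signal – Cy5 beacon fluorescence read at start and 1 h · Also added – annealed dual-labelled DNA beacon duplex, ATP-started · Schedule – 1 h at 25 °C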
MEKK2 mut-MEK5 = MEK5 binding signal on mutant MEKK2 PB1, primary screen, biochemical, multiplex bead flow cytometry, Alexa488-MEK5; Alexa488-MEK5 binding to MEKK2 mutant; percent response, % at 10 µM; hit rate 0.35% among 290,000; AID 1530, 2009; in the data active = percent response above about 24%, passing the limit was not always enough; also: inactives centre near 1; some results filed as inactive read as strong as hits
M18AAP inhibitor = PfM18AAP inhibitors, malaria aminopeptidase, primary screen, biochemical, QFRET, recombinant enzyme | M18 aspartyl aminopeptidase (Plasmodium falciparum 3D7) | H-Glu-NHMec fluorogenic cleavage | inhibition, % at 7.35 µM | hit rate 1.2% among 290,000 | AID 1822, 2009;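 active = inhibition above the campaign mean inhibition over all tested compounds plus 3 SD, cut at about 28% in these data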;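 also: 0% = plate median of test compound wells and 100% = 2 mM ZnCl2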
NALP1 inh = NALP1 inflammasome inhibitors in reconstituted yeast, colorimetric, S. cerevisiae, triplicate retest. S. cerevisiae NALP1/ASC/caspase-1 growth, X-gal OD620, 72 h. inhibition, % at 10 µM. hit rate 0.61% among 280,000. AID 2071, 2009; in the data active = inhibition mostly above about 24%, no sharp cut-off; inactive = mostly below about 32%; also: some compounds called inactive have numbers as strong as hits
IMP-1 inhibitor = IMP-1 metallo-beta-lactamase inhibitors, primary screen, biochemical, epi-absorbance readout, Pseudomonas aeruginosa enzyme; hit rate 0.45% among 290,000; inhibition, % at 5.6 µM; metallo-beta-lactamase IMP-1 (Pseudomonas aeruginosa); purified IMP-1, nitrocefin hydrolysis, epi-absorbance fluorescence;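 active = inhibition above the mean plus 3 SD of all compounds in the same screening run, cut at about 4.5% in these data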;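 also: 0% = IMP-1 with DMSO and 100% = DMSO wells lacking enzyme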
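System: Purified recombinant IMP-1 metallo-beta-lactamase enzyme | Measured by: Fluorescence quenching readout, ex 480/em 530 nm | Replication: Singlicate | Incubation: 15 min preincubation plus 25 min reaction at 25 °C | Evaluation: Percent inhibition from optical density relative to buffer-blank wells | Benchmarks: DMSO with and without IMP-1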
DNA FID counter = compounds displacing fluorescent DNA intercalator, primary screen, artefact control for HCV NS3 helicase inhibitor project, biochemical, FID fluorescence; hit rate 0.17% among 290,000; DNA fluorescent intercalator displacement; inhibition, % at 7.9 µM; in the data active = inhibition above about 37%;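 also: 0% = vehicle and 100% = reference compound; higher means more ethidium bromide displaced from hairpin DNA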
VIM-2 inh = VIM-2 metallo-beta-lactamase inhibitors, primary screen, biochemical, epi-absorbance readout, Pseudomonas aeruginosa enzyme. purified VIM-2, nitrocefin hydrolysis, epi-absorbance fluorescence. inhibition, % at 5.6 µM. hit rate 0.89% among 290,000;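 active = inhibition above the mean of all tested compounds plus 3 SD, cutoff set per screening run, cut at about 7.5% in these data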;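 also: red hydrolysis product quenches plate fluorescence so inhibitors raise well fluorescence; 0% = enzyme with DMSO and 100% = DMSO without enzyme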
Active calls of the source: *; u = inconclusive; x = not tested or not shown; [ ] = remark or other dose. No enrichment for hits. Share with any hit: about 4.7%.

canonical_smiles	SUMO HTRF inh	MEKK2 WT-MEK5	NS3 helicase inh	MEKK2 mut-MEK5	M18AAP inhibitor	NALP1 inh	IMP-1 inhibitor	DNA FID counter	VIM-2 inh
O=CN1CCN(S(=O)(=O)c2ccc(S(=O)(=O)NC3CCCCC3)cc2)CC1	3	98	-3	-6	-3	17	-0.8	-13	0.2
CS(=O)(=O)Nc1cccc(C(=O)CC2(O)C(=O)Nc3ccccc32)c1 (stereo not drawn)	-25	103	-4	-1	9	6	-2.8	-3	-1.3
CCN1C(=O)/C(=C/C=C2/Sc3ccc4ccccc4c3N2CCO)SC1=S	u	8.0*[inhibitor]	6	-3	50*	30	-2.2	-7	1.6
O=C(NN1C(=O)/C(=C\c2cccnc2)SC1=S)C(c1ccccc1)c1ccccc1	-11	112	17	16	14	14	-1.9	-7	-2.1
Cc1cc(C(=O)NNc2ccccc2F)no1	-11	95	-2	-1	15	4	-2.4	-4	-0.6
COc1cccc(C2=NO[C@@H]3C(=O)N(c4ccc5c(c4)OCCO5)C(=O)[C@H]23)c1OC	16	98	0	0	11	26	-5.3	-2	-3.0
O=C(/C=C/c1ccc(Cl)cc1)NC1CCS(=O)(=O)C1 (stereo not drawn)	0	103	7	5	-2	-15	-2.7	-2	-3.4
Cc1ccccc1OCc1nc2ccccc2c(=O)n1NC(=O)c1ccco1	-16	102	17	5	3	-10	-2.6	-7	3.4
Cc1ccc(C(=O)CNc2ccc(Cl)cc2)cc1	2	1.0*[inhibitor]	-1	-47	2	14	-1.9	-6	-1.5
COc1ccccc1/C=C1\SC(=S)N(CCC(=O)NNC(=O)c2ccccc2OC)C1=O	-15	87	-1	-12	-4	14	2.0	-7	-1.2
CCOC(=O)CC1C(=O)NCCN1C(=O)c1c(Cl)cccc1Cl (stereo not drawn)	6	102	1	-2	-6	3	-0.8	-3	0.1
CCCCn1c(Cc2ccccc2)nnc1SCC(=O)N1CCOCC1	14	108	-2	4	2	-4	-2.8	-19	-2.6
Cc1ccc(OCC(=O)NNC(=O)c2ccc(NC(=O)C3CC3)cc2)c(C)c1	-2	103	-3	4	4	0	-3.6	-29	-4.4
Nc1c(NCCN2CCOCC2)c2ccccc2oc1=O	-2	105	4	9	2	2	-1.8	-2	-3.2
Cc1ccccc1-c1nc(CS(=O)(=O)CC(=O)NCCCN2C(C)CCCC2C)c(C)o1 (stereo not drawn)	-4	113	-25	4	-2	27	-1.4	15	0.1
CN(C)c1ccc(C2Nc3ccccc3C(=O)N2CCCN2CCOCC2)cc1 (stereo not drawn)	-13	103	-33	3	3	-7	-2.9	1	-1.8
COc1cccc(N=C(N)N=C(N)N)c1	13	105	-2	1	-10	x	-1.2	-1	-0.7
c1ccc(-c2noc(CCC3CCCC3)n2)cc1	-14	106	-7	2	-3	24	-2.9	2	-2.4
O=C(CN1CCOCC1)Nc1ncc(Cc2cccc(Cl)c2Cl)s1	9	103	-11	0	5	23	-4.6	-17	-4.4
O=C(NCc1cccnc1)c1cccc(S(=O)(=O)N2CCCCC2)c1	18	101	-7	2	-15	31	-0.1	-6	-1.2
COc1cccc(NC(=S)N(CCCN2CCCC(C)C2)Cc2cccs2)c1 (stereo not drawn)	-5	96	1	0	-13	16	0.3	7	1.3
CSc1ccc(/C=N/NC(=O)CN2CCN(Cc3ccccc3)CC2)cc1	-11	124	4	8	-10	30	-2.7	4	-2.0
CCNC(=O)N1c2ccc(OC)cc2C(C)=CC1(C)C	20	94	6	1	3	6	-1.3	4	0.6
O=C(NC1CCCC1)C(c1ccco1)N(C(=O)c1csnn1)c1ccccc1 (stereo not drawn)	9	103	4	5	5	-2	-3.4	-10	-2.3
CC(Sc1nnc(-c2ccco2)n1C)C(=O)N1C(C)CCCC1C (stereo not drawn)	8	103	17	4	-1	36*	-3.0	-17	-0.6
O=C(Cn1c(C(F)(F)F)nc2ccccc21)OCC(=O)c1c[nH]c2ccccc12	-28	63*[inhibitor]	-15	10	-5	15	1.2	2	1.5
O=C(NCc1ccccc1)c1ccc(Cl)cc1	-18	97	13	-3	1	x	-2.3	-2	-0.1
CCOC(=O)c1ccc(NC(=S)Nc2cccc(C)n2)cc1	2	96	13	-2	-6	-27	-0.8	-4	-1.4
COc1ccc(OC)c(CNC(=O)CCCc2cn(C)c3ccccc23)c1	-6	93	1	-5	4	21	1.8	-30	-1.3
Cc1ccccc1N1CC(=O)N(c2ccccc2C)CC1=O	22	118	-5	16	4	10	-2.8	-2	-3.1
CC1CN(c2sc(S(C)(=O)=O)nc2S(=O)(=O)c2ccc(Cl)cc2)CC(C)O1 (stereo not drawn)	-14	95	3	-1	1	19	-0.8	-16	-0.2
COc1ccc(C(=O)/C=C/Nc2ccc(S(=O)(=O)Nc3onc(C)c3C)cc2)cc1	8	100	13	-1	-6	22	-2.3	-42	-1.7
c1ccc(-c2noc(-c3ccc4ccccc4c3)n2)nc1	6	90	-8	-2	-7	5	-0.2	-6	-0.9
Cc1ccc(S(=O)(=O)N(C)c2ccc(OCC(=O)N3CCCCC3)cc2)cc1	-6	105	-8	5	7	5	-2.8	-34	-2.6
CC1CC(NC(=O)N(C)C)N(C)C(=O)N1 (stereo not drawn)	13	94	-1	-2	-20	15	0.0	0	1.6
CCOCCn1c(=NC(=O)CSCC(=O)N2CCOCC2)sc2cc(OC)ccc21	-6	113	-3	8	1	4	-2.4	-32	-2.2
CC(C)CN1C(=O)C(=Nc2cccnc2)c2ccccc21	8	103	5	1	2	16	-3.3	0	-2.0
CC(=O)Nc1cccc(OCC(O)Cn2c(C)nc3ccccc32)c1 (stereo not drawn)	13	91	0	2	1	-9	-3.2	-4	-2.6
NS(=O)(=O)c1ccc(NC(=O)c2cc(-c3cc(Cl)ccc3O)n[nH]2)cc1	25	100	-11	-1	8	35	-0.4	-7	1.5
COCCn1c(C)cc2c(c1=O)C(c1ccccc1F)C(C#N)=C(N)O2 (stereo not drawn)	12	104	2	1	2	16	-3.9	-2	-5.1

Carrying on:
Results follow in this order: SUMO HTRF inh	MEKK2 WT-MEK5	NS3 helicase inh	MEKK2 mut-MEK5	M18AAP inhibitor	NALP1 inh	IMP-1 inhibitor	DNA FID counter	VIM-2 inh
Oc1ccc(N=Nc2ccccc2)o1
    0	104	0	2	-148	19	-0.7	-6	-0.1
COC(=O)c1ccc(NC(=O)Cn2nnc3ccccc32)cc1
    0	98	-5	0	-5	7	-1.3	-4	-4.0
CN1CCN(c2ccc(NC(=O)COc3cccc4ccccc34)cc2)CC1
    3	109	-67	-1	-5	27	-2.7	14	28*
Cc1noc(-c2ccccc2)c1NC(=O)Nc1ccc(Cl)cc1
    24	104	-3	1	-6	10	-3.1	-8	-2.4
O=C(CCn1cnc2ccccc21)N/N=C/C=C/c1ccccc1
    17	95	7	4	-6	x	-2.5	-16	-2.5
Cc1ccc2c(Cl)cc(Cl)c(OCC(=O)N3CCCC3)c2n1
    3	101	-2	2	2	-12	-3.9	-25	3.6
S=c1[nH]nc(C2CCCCC2)n1/N=C/c1ccco1
    -4	93	11	-3	17	13	-1.8	-6	-1.1
O=C(O)c1cc(S(=O)(=O)N2CCN(c3ccccn3)CC2)ccc1Cl
    13	x	-4	x	-12	8	-2.6	-2	-3.4
CC(C)(C)C(=O)/C=c1\[nH]c(=O)/c(=C\c2ccc(C#N)cc2)s1
    18	101	5	1	-2	15	-2.2	-1	-1.7
C=CCNC1=C(Cl)C(=O)N(Cc2ccccc2)C1=O
    4	97	-6	-5	5	10	-2.0	-7	-0.7
O=C(CCNC(=O)c1ccco1)Nc1ccccc1
    -3	99	-5	1	6	-12	-2.7	-6	-2.3
Cc1nc(NC(=O)C(C)Oc2cccc(Cl)c2)sc1C(=O)N(C)C (stereo not drawn)
    10	106	-28	-1	-12	28	-4.0	-22	-1.7
CCCC(=O)N1CC(=O)Nc2ccc(C)cc2C1c1ccccc1 (stereo not drawn)
    23	98	-11	0	3	15	-2.6	-19	-2.4
CCc1cc2ccc(OC)cc2nc1SCC(=O)Nc1cc(C)on1
    -4	117	8	5	-20	10	-0.4	1	-1.0
Cc1ccc(NC(=O)CNC(c2ccccc2)c2ccccc2)c(F)c1
    -10	120	-6	2	1	25	-3.8	-9	-3.5
COc1cccc(/C=N/NC(=O)CNC(=O)c2ccncc2)c1O
    -7	103	2	1	14	-14	-2.6	-7	-0.3

A second format for part of the listing above:
CC(C)(C)C(=O)/C=c1\[nH]c(=O)/c(=C\c2ccc(C#N)cc2)s1
- SUMO HTRF inh: 18
- MEKK2 WT-MEK5: 101
- NS3 helicase inh: 5
- MEKK2 mut-MEK5: 1
- M18AAP inhibitor: -2
- NALP1 inh: 15
- IMP-1 inhibitor: -2.2
- DNA FID counter: -1
- VIM-2 inh: -1.7
Cc1noc(-c2ccccc2)c1NC(=O)Nc1ccc(Cl)cc1
- SUMO HTRF inh: 24
- MEKK2 WT-MEK5: 104
- NS3 helicase inh: -3
- MEKK2 mut-MEK5: 1
- M18AAP inhibitor: -6
- NALP1 inh: 10
- IMP-1 inhibitor: -3.1
- DNA FID counter: -8
- VIM-2 inh: -2.4
C=CCNC1=C(Cl)C(=O)N(Cc2ccccc2)C1=O
- SUMO HTRF inh: 4
- MEKK2 WT-MEK5: 97
- NS3 helicase inh: -6
- MEKK2 mut-MEK5: -5
- M18AAP inhibitor: 5
- NALP1 inh: 10
- IMP-1 inhibitor: -2.0
- DNA FID counter: -7
- VIM-2 inh: -0.7

Source: PubChem
